GRIN3A LBD mod = modulators (binders) of human NR3A ligand-binding domain | Tm shift relative to glycine control, % at 25 µM | actives 2.5% (n = 340,000) | NR3A LBD differential scanning fluorimetry, Tm shift; 0% = protein alone, 100% = glycine-bound protein;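 active = melting temperature shift of at least 10% of the positive control shift, at one fixed dose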
MPTP inh = permeability transition pore inhibition; AID 602449; actives 1.4% (n = 360,000); isolated mouse mitochondria, Ca2+ swelling absorbance, 30 min; inhibition, % at 10 µM;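 active = inhibition of 50% or more, scaled per plate between neutral and stimulator controls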;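 also: 0% = DMSO wells given calcium and 100% = 1 mM EGTA wells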
SENP6 inh = blocks the human protease SENP6; inhibition, % at 10 µM; Recombinant SENP6 catalytic domain, aminoluciferin luminescence; AID 2599; actives 1.8% (n = 330,000);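 active = inhibition above about 50% at the single tested dose, limit read from the data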;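 also: plate controls were DMSO wells with enzyme for no effect and DMSO wells lacking enzyme for full effect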
ATG4B inhibitor = inhibitors of human ATG4B cysteine protease. AID 504462. actives 0.51% (n = 340,000). Q9Y4P1. ATG4B cleavage of LC3-PLA2, NBD-HPC fluorescence, 1 h. inhibition, % at 8.33 µM; in the data active = inhibition above about 40%
SENP7 block = inhibitors of human SENP7 protease; recombinant SENP7, Z-RLRGG-aminoluciferin luminescence, 40 min; inhibition, % at 5 µM; actives 1.5% (n = 330,000); AID 434973;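 active = inhibition above about 50% at the single test dose, limit read from the data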;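 also: plate controls were DMSO with enzyme for no effect and no enzyme buffer wells for full effect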
PfG6PD inh = PfG6PD (Plasmodium falciparum) enzyme inhibition | inhibition, % at 20 µM | PfGluPho enzyme, NADPH resazurin-diaphorase fluorescence | actives 0.78% (n = 350,000);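 active = inhibition reaching at least a set limit at 20 µM in the primary screen, cut at about 59% in these data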;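 also: 0% = DMSO wells with substrate and 100% = DMSO wells lacking glucose-6-phosphate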
HKDC1 inhibitor = inhibitors of human hexokinase HKDC1. actives 0.16% (n = 340,000). inhibition, % at 20 µM. Q2TB90. recombinant HKDC1, G6PDH/diaphorase resazurin coupled fluorescence;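 active = inhibition above about 35% when tested at 20 µM, limit read from the data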;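 also: plate controls were DMSO wells with enzyme for no effect and DMSO wells lacking enzyme for full effect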
Target sequence (Q2TB90 whole entry, looked up): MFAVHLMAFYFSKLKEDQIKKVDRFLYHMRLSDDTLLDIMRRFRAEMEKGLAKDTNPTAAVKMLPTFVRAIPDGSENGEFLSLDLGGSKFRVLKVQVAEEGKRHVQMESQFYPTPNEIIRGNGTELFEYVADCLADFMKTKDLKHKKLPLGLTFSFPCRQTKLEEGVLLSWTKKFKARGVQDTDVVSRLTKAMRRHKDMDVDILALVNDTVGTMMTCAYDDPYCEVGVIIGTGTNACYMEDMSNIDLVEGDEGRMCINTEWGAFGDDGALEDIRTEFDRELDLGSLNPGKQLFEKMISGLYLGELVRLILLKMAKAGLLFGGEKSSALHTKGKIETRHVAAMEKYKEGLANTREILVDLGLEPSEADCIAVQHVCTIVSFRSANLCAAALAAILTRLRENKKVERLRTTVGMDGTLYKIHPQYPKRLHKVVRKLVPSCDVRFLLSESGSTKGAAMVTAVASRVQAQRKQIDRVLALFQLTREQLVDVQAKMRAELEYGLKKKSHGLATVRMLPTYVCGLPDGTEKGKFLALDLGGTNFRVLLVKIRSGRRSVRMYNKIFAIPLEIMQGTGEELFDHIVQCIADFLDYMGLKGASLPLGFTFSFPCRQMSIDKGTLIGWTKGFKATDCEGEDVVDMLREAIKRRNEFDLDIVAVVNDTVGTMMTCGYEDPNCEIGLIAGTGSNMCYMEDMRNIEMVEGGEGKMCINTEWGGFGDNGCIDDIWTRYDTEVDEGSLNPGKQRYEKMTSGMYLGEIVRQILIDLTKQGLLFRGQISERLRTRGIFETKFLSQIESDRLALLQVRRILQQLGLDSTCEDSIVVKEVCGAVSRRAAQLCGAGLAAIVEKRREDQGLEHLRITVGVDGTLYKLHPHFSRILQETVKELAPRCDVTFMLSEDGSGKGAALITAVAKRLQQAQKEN
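Test system: Recombinant HKDC1 (HK5) hexokinase enzyme, produced in-house | Input: HKDC1 at 5 µg/mL | Buffer or medium: Tris pH 8.0 buffer with MgCl2, Tween-20, BSA, BME | Schedule: 90 min reaction incubation at room temperature, dark | Technique: Resazurin-to-resorufin fluorescence via G6PDH and diaphorase coupling, 525/613 nm | Controls: DMSO wells with and without enzyme mix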
SENP8 inh = SENP8 (human) protease inhibition | recombinant SENP8, Nedd8 substrate fluorescence | inhibition, % at 20 µM | AID 602440 | actives 0.64% (n = 360,000) | Q96LD8; in the data active = inhibition mostly above about 40%, no sharp cut-off; inactive = mostly below about 27%
The depositor's hits bear a star; i = inactive; / = not tested or not shown.

The line under a structure holds: GRIN3A LBD mod	MPTP inh	SENP7 block	HKDC1 inhibitor	SENP6 inh	ATG4B inhibitor	PfG6PD inh	SENP8 inh
#1 Cc1cc(NC(=O)C2CC2)ncc1NC(=O)C12CC3CC(CC(C3)C1)C2
    1	0.9	-6	1	-21	-13	-2	16
#2 O=C(OCCN1C(=O)c2ccccc2C1=O)c1cccs1
    3	0.2	-3	8	-12	-1	-12	16
#3 Nc1nncn1C(=O)CCCOc1ccccc1
    -2	0.7	1	-1	-16	-8	-1	19
#4 Nc1nnc(-c2ccccc2Cl)s1
    -3	-0.7	-3	2	-9	-4	22	-142
#5 CCOC(=O)/C(C(C)=O)=C1/OC(=O)c2ccccc21
    1	1.9	-2	-5	-5	-7	-8	17
#6 C/C(N)=C(/C#N)C(=O)CN1C(=O)NC(Cc2c[nH]c3ccccc23)C1=O (configuration not stated)
    1	0.7	0	-1	0	-5	2	5
#7 CN(Cc1ccon1)Cc1cn[nH]c1-c1ccc(-c2ccccc2)cc1
    -3	0.7	-2	-3	-3	-12	-2	19
#8 Cn1cc(S(=O)(=O)N2CCCC2)cc1C(=O)N1CCN(c2cccc(Cl)c2)CC1
    1	-0.5	-3	-5	2	-6	-4	2
#9 CC(OC(=O)/C=C/c1ccc2ccccc2n1)C(=O)Nc1ccc(S(N)(=O)=O)cc1 (configuration not stated)
    -3	0.7	-2	-2	-12	-4	2	-9
#10 COc1ccccc1NC(=O)CCN1C(=O)c2ccccc2S1(=O)=O
    0	-5.8	-7	-3	4	-2	10	-6
#11 OC(COc1ccc(OCc2ccccc2)cc1)CN1CCOCC1 (configuration not stated)
    0	-0.9	0	-9	-5	-5	-1	2
#12 CN(Cc1ccccc1)C1(CNC(=O)CCC(F)(F)F)Cc2ccccc2C1
    -1	-0.5	-3	4	-2	0	-26	9
#13 COC(=O)c1ccccc1NC(=O)CSc1nc2c(c(=O)[nH]1)CCC2
    0	-0.7	-2	-1	-2	-3	2	2
#14 COC(=O)C1=C(C)N(C)C(=O)/C1=C\c1cccs1
    2	1.3	-2	-4	-12	3	4	10
#15 Oc1c(C(c2ccccc2Cl)N2CCCC2)ccc2cccnc12 (configuration not stated)
    -2	1.8	8	-31	5	7	-4	-4
#16 O=C(CSc1nc2c(cnn2-c2ccccc2)c(=O)[nH]1)NCC1CCCO1 (configuration not stated)
    1	-1.1	-9	-6	-6	2	-23	14
#17 O=C1NC(=S)NC(=O)C1Nc1ccc(Cl)cc1
    2	-0.7	/	-25	/	5	-279	36
#18 CN1CCN(C(=O)c2ccc3c(Cl)c4c(nc3c2)CCCC4)CC1
    0	-0.6	17	-5	-15	10	-12	14
#19 CCOc1c(CNCCCSc2nc(C)cc(C)n2)cccc1OC
    0	1.3	0	-5	-2	-2	10	12
#20 O=C(CCSCc1ccccc1Cl)N1CCN(c2ccccn2)CC1
    0	-1.6	6	-11	6	14	3	9
#21 O=C(COc1ccc(Cl)cc1)Nc1ccc2oc(-c3ccncc3)nc2c1
    -14	-1.7	-13	6	-2	0	-16	i
#22 CCOC(=O)N1CCC(N2Cc3cccc(C(=O)O)c3C2=O)CC1
    0	0.0	-6	-7	-6	-10	3	7
#23 CCOC(=O)CC(=O)CSc1[nH]c(=O)cc(C)c1C#N
    1	2.1	4	3	1	-10	15	-48
#24 C/C=C/c1ccc(OCCCCOc2c(OC)cccc2OC)c(OC)c1
    1	1.2	4	-2	10	-4	18	20
#25 Cc1nnc(N2CCCC(C(=O)Nc3cc(F)ccc3F)C2)c2nn(-c3ccccc3)c(C)c12 (configuration not stated)
    0	-1.2	-8	-1	-8	-5	46	-272
#26 Cc1ccc(NC(=O)COC(=O)CSC(=S)N2CCOCC2)cc1
    -2	-1.2	6	-1	-5	-8	4	15
#27 OC(COc1ccc2ccccc2c1Br)Cn1ccnc1 (configuration not stated)
    -1	2.5	5	-7	-19	-10	18	4
#28 CCOC(=O)C1(CCc2ccccc2)CCN(C(=O)C2CCCO2)CC1 (configuration not stated)
    1	1.3	0	-10	6	-6	1	9
#29 Cc1sc2nc(COC(=O)C(NC(=O)c3ccc(Cl)cc3Cl)C(C)C)[nH]c(=O)c2c1C (configuration not stated)
    -1	0.1	-9	10	-9	0	-6	2
#30 CC1CCN(CCNC(=O)C2CCN(S(=O)(=O)c3cccc4nsnc34)CC2)CC1
    2	-0.2	-10	-7	-13	-1	-1	15

2 records drawn at random from those above:
The line under a structure holds: GRIN3A LBD mod	MPTP inh	SENP7 block	HKDC1 inhibitor	SENP6 inh	ATG4B inhibitor	PfG6PD inh	SENP8 inh
#22 CCOC(=O)N1CCC(N2Cc3cccc(C(=O)O)c3C2=O)CC1
    0	0.0	-6	-7	-6	-10	3	7
#1 Cc1cc(NC(=O)C2CC2)ncc1NC(=O)C12CC3CC(CC(C3)C1)C2
    1	0.9	-6	1	-21	-13	-2	16

The main list resumes, repeating the 2 entries before the break.
The line under a structure holds: GRIN3A LBD mod	MPTP inh	SENP7 block	HKDC1 inhibitor	SENP6 inh	ATG4B inhibitor	PfG6PD inh	SENP8 inh
#29 Cc1sc2nc(COC(=O)C(NC(=O)c3ccc(Cl)cc3Cl)C(C)C)[nH]c(=O)c2c1C (configuration not stated)
    -1	0.1	-9	10	-9	0	-6	2
#30 CC1CCN(CCNC(=O)C2CCN(S(=O)(=O)c3cccc4nsnc34)CC2)CC1
    2	-0.2	-10	-7	-13	-1	-1	15
#31 Cc1ccc(NC(=O)N(CCC(=O)O)Cc2ccccc2)cc1
    -1	1.0	6	-4	7	-2	1	9
#32 COC(=O)c1cc(C(=O)OC)cc(-n2c(C)cc(C=O)c2C)c1
    -2	-0.1	11	0	-8	1	-8	-41
#33 O=C(CN1C(=O)S/C(=C/c2cccs2)C1=O)N1CCOCC1
    1	-0.9	2	-5	-20	-3	-6	16
#34 N#C/C(=C(O)\C=C\c1ccccc1)c1nc2ccccc2[nH]1
    2	4.1	-3	2	-14	-8	-14	-99
#35 COc1ccc(C(=O)CCC(=O)N2CCN(c3cccc(Cl)c3)CC2)cc1
    2	-1.7	-5	-5	7	-2	3	2
#36 CCc1ccc(C(=O)CN2C(=O)NC(C)(c3ccc(C)cc3)C2=O)cc1 (configuration not stated)
    -3	1.1	-2	-4	0	-9	16	16
#37 Nc1nc(SCC(=O)NCCO)nc2sc3c(c12)CCCC3
    0	-2.4	-9	-2	-20	-14	7	2
#38 COc1ccc(OC)c(S(=O)(=O)N2CCC(C(=O)NCc3ccc4c(c3)OCO4)CC2)c1
    1	1.1	-7	-8	-1	-9	9	5
#39 c1csc(C(c2nnnn2C2CCCC2)N2CCCC3(CCCCC3)C2)c1 (configuration not stated)
    -2	1.2	-6	-2	-7	-6	-4	12
#40 Cc1ccsc1C(=O)OCC(=O)NC1CCCC(C)C1C (configuration not stated)
    2	0.7	0	-4	0	-5	4	4
#41 Cc1ccc(CCSc2ccc(F)cc2)cn1
    1	-0.3	-3	-8	-5	0	15	6
#42 COc1ccccc1-c1cc(C(F)(F)F)nc(S(=O)(=O)CCCC(=O)NC(C)C)n1
    2	-1.2	2	1	-11	-13	11	-323
#43 CN(c1ccccc1C(=O)NCC1CCCO1)S(C)(=O)=O (configuration not stated)
    -1	-0.3	7	-2	-7	-9	-4	9
#44 CCCCS(=O)CC(COc1ccc(Cl)cc1)OC(=O)c1ccccc1 (configuration not stated)
    1	-0.8	-4	1	-4	-5	5	9
#45 O=C(NCCCN1CCOCC1)c1ccc2c(c1)N(Cc1ccccc1)C(=O)c1ccccc1S2=O (configuration not stated)
    0	-1.0	4	2	-10	6	-15	18
#46 Cc1nn(Cc2ccc(F)cc2)c2sc(C(=O)Nc3ccccc3N3CCOCC3)cc12
    3	-0.8	0	2	-16	-11	14	6
#47 COC(=O)c1c(-c2cc(C)ccc2C)csc1NC(=O)C1CC=CCC1C(=O)O (configuration not stated)
    -1	-0.9	-5	-5	-15	11	4	3
#48 O=c1c2cc(NC(=S)N3CCCCCC3)ccc2nc2n1CCCCC2
    1	-3.6	11	1	3	-6	-11	-24
#49 Cc1cc(C)c(S(=O)(=O)NCc2cccnc2)cc1C
    0	-0.7	11	-2	-13	0	1	10
#50 CN1CCNC(=O)C1CC(=O)N1CC=C(c2ccc(F)cc2)CC1 (configuration not stated)
    -1	-1.3	2	-2	5	17	1	-32
#51 CC(=O)c1ccc(NC(=O)c2ccc(CNc3c(N4CCOCC4)c(=O)c3=O)cc2)cc1
    -2	2.4	3	-5	0	-8	5	23
#52 COc1ccc(-c2noc(CCC(=O)Nc3cccc(C)c3)n2)cc1
    2	-0.9	2	-4	-8	-10	-1	14
#53 COc1ccc(N(C)C(=O)c2cc3c(s2)-c2ccc(Cl)cc2S(=O)(=O)C3)c(OC)c1
    0	0.0	10	-3	-3	1	9	15
#54 CC(=O)Oc1ccc(N2C(=O)C3C4C=CC(CC4)C3C2=O)cc1[N+](=O)[O-] (configuration not stated)
    0	0.0	-2	1	-20	8	-3	3
#55 Cc1ccc(C(=O)/C=C/c2cc(C#N)n(C)c2C)cc1
    9	-1.0	-3	-2	-16	-7	17	-151
#56 COC(=O)c1cc(NC(=O)CN2CCc3cc4c(cc3C2)OCCCO4)cc(C(=O)OC)c1
    -2	-1.2	-1	1	-8	-12	6	28
#57 O=C(Nc1ccon1)c1ccc(S(=O)(=O)N2CCOCC2)cc1
    -2	-1.6	6	-13	1	1	-8	3
#58 O=C(CSCc1ccc([N+](=O)[O-])cc1)Nc1ccccc1C(=O)O
    -1	-0.4	-1	-4	15	-3	-5	0
#59 COc1ccc(NC(=O)CCN2CCCC2)c(OC)c1
    1	-1.3	14	-7	3	-7	-6	36
#60 Nc1nc(N2CCN(C/C=C/c3ccccc3)CC2)nc2ccccc12
    -2	63*	7	-5	-12	-9	-12	-189
#61 COc1cccc(CNC(=O)N2CCN(c3ccccc3Cl)CC2)c1
    -4	1.3	2	-2	-22	24	11	4
#62 O=C(NC1CCCC1)c1ccc(CS(=O)(=O)c2ccc(Cl)cc2)o1
    1	-2.9	1	-3	13	0	13	26
#63 COc1ccccc1NC(=O)c1sc(Cl)nc1C
    0	0.1	-4	0	17	-2	4	9
#64 CC(C)NC(=O)CCCc1cn(C)c2ccccc12
    -6	0.1	-3	-7	4	-12	-11	17
#65 CCOc1cc(C)c(C(C)C)cc1S(=O)(=O)N1CC(C)OC(C)C1 (configuration not stated)
    0	-3.4	-10	-6	-17	-3	-2	17
#66 CC(CNc1nc2ccccc2n2cnnc12)c1ccccc1 (configuration not stated)
    -4	-0.1	-5	5	-35	-7	14	-21
#67 O=C1OCCN1C(=O)[C@H]1[C@H](c2ccc([N+](=O)[O-])cc2)C(c2ccccc2)=NN1c1ccccc1
    3	0.0	-8	0	/	3	17	-2

Screening data: PubChem, Sanford-Burnham Center for Chemical Genomics
